# Screens deposited in PubChem by several laboratories.
# LMPTP inh – LMPTP phosphatase inhibitors, primary screen, biochemical, fluorescence intensity, uHTS | inhibition, % at 20 µM | AID 651560, 2012 | recombinant LMPTP-A, OMFP fluorogenic substrate | hit rate 0.22% among 360,000 | Low molecular weight phosphotyrosine protein phosphatase (Homo sapiens), P24666;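 active = compounds that cut the enzyme signal by at least half of the control window in the single-dose screen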;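 also: plate controls were DMSO wells with enzyme plus substrate for no effect and substrate without enzyme for full effect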
#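 Test system: LMPTP-A phosphatase enzyme; input: 0.625 nM LMPTP-A final; reagent: OMFP substrate, 400 µM final; compound dosing: 20 µM single dose, 3% DMSO; incubation: 50 min dark incubation at room temperature; measured by: endpoint fluorescence intensity from OMFP dephosphorylation; measure: % inhibition relative to no-enzyme and uninhibited control wells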
# STEP inh – STEP phosphatase inhibitors, primary screen, biochemical, fluorescence intensity, uHTS; recombinant STEP, OMFP fluorogenic substrate; hit rate 0.25% among 360,000; inhibition, % at 20 µM;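 active = inhibition at 20 µM, scaled per plate between control wells, above about 37%, limit read from the data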;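 also: 0% = DMSO with enzyme and substrate and 100% = substrate only without enzyme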
#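 Assay system: isolated STEP enzyme / Timing: 20 min at room temperature, dark / Doses: 20 µM, 1% DMSO / Technique: fluorescence intensity, excitation 480 nm, emission 540 nm / Reagent: fluorogenic phosphatase substrate OMFP at 25 µM final / Measure: percent inhibition scaled to no-enzyme and uninhibited-enzyme controls, plate-pattern corrected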
# Rpn11 inh – Rpn11 (PSMD14) deubiquitinase inhibitors, primary screen, biochemical, fluorescence polarization, uHTS. human 26S proteasome, Ub4-pepOG fluorescence polarization; 20S core pre-blocked with epoxomicin. 26S proteasome non-ATPase regulatory subunit 14 (Homo sapiens), O00487. hit rate 0.59% among 360,000. calls only at 20 µM;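 active = inhibition at 20 µM, scaled to each plate's controls, above about 33%, limit read from the data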
# DNMT1 inh – human DNMT1 methyltransferase inhibitors, primary screen, biochemical, molecular beacon, fluorescence, HinP1I cleavage, uHTS; DNA (cytosine-5)-methyltransferase 1 (Homo sapiens), P26358; inhibition (reported as % activation of signal), % at 10 µM; hit rate 0.83% among 360,000; AID 588458, 2011; in the data active = inhibition above about 50%
# CSN inh – inhibitors of CSN-mediated cullin deneddylation, primary screen, biochemical, fluorescence polarization, uHTS | COP9 signalosome complex subunit 5 (Homo sapiens), Q92905 | Purified CSN, SCF-Nedd8-OG deneddylation | inhibition, % at 12.5 µM | hit rate 0.38% among 360,000 | AID 651999, 2013;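 active = pattern-corrected inhibition above about 35%, with an unprinted fluorescence ratio check between 0.5 and 1.5, limit read from the data, passing the limit was not always enough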;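 also: 0% = enzyme with substrate and 100% = substrate without enzyme; some results filed as inactive read as strong as hits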
#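 Assay system: HEK293T-derived human Csn5 enzyme; quantity: 0.24 nM enzyme; medium: Tris/NaCl/DTT buffer, pH 7.5; also added: substrate SCFSkp2-Nedd8OG, 10 nM; doses: 12.5 µM compound; schedule: 90 min reaction at room temperature; signal: FP; read-out: % inhibition of substrate cleavage by Csn5; benchmarks: substrate-only high control, full reaction low control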
# Scp-1 inhibitor – Scp-1 phosphatase inhibitors, primary screen, biochemical, colorimetric, uHTS | hit rate 0.88% among 340,000 | AID 493091, 2011 | Recombinant Scp1, phosphopeptide, malachite green phosphate absorbance | inhibition, % at 20 µM;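 active = inhibition above about 50% at 20 µM, limit read from the data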;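 also: plate controls were DMSO wells with enzyme for no effect and wells lacking enzyme for full effect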
#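 Test system: SCP-1 catalytic domain; Buffer or medium: Acidic Tris acetate buffer with magnesium and detergent; Also added: Phosphorylated 17-residue peptide substrate; Compound: single 20 µM dose, 1% DMSO; Schedule: enzyme reaction 45 min at room temperature, colour 5 min, stabilisation 30 min; Signal: Phosphate-binding colour reagent, absorbance read at 630 nm.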
# NadD inh – inhibitors of S. aureus NadD, primary screen, biochemical, colorimetric, uHTS; purified NadD enzyme, colorimetric absorbance read-out; Nicotinate-nucleotide adenylyltransferase NadD (Staphylococcus aureus N315); AID 602399, 2012; inhibition, % at 20 µM; hit rate 0.78% among 360,000; in the data active = inhibition above about 26%; also: some compounds past the cut are filed as inactive
# Neddylation inh – inhibitors of cullin neddylation, primary screen, biochemical, TR-FRET, uHTS, NAE and Ubc12 | NEDD8-conjugating enzyme Ubc12 (Homo sapiens) + NEDD8-activating enzyme E1 regulatory … | calls only at 25 µM | hit rate 0.58% among 360,000; in the data active = inhibition above about 36%
# Rin1 Abl inh – inhibitors of Rin1-Abl protein binding, primary screen, biochemical, TR-FRET | inhibition, % at 7.35 µM | hit rate 0.4% among 360,000 | AID 588664, 2011 | Tyrosine-protein kinase ABL1 (Homo sapiens) + Ras and Rab interactor 1 (Homo sapiens), …; in the data active = inhibition above about 5%, passing the limit was not always enough
# SUMO1 PPI mod – modulators of SUMO1 protein-protein interactions, primary screen, biochemical, uHTS; Small ubiquitin-related modifier 1 (Homo sapiens), P63165; SUMO1 binding to a labelled peptide, TR-FRET, 1 h; inhibition, % at 20 µM; hit rate 0.33% among 360,000; AID 602429, 2012; in the data active = inhibition above about 37%
# The depositor's hits bear a star; i = inactive; / = not tested or not shown.
No.	LMPTP inh	STEP inh	Rpn11 inh	DNMT1 inh	CSN inh	Scp-1 inhibitor	NadD inh	Neddylation inh	Rin1 Abl inh	SUMO1 PPI mod	Compound
1	2.1	0.8	i	-6.5	0.7	2.1	2.8	i	0.6	2.9	COc1ccc(C2C3=C(CC(C)(C)CC3=O)Oc3ncn(Cc4ccccc4)c(=N)c32)cc1 (configuration not stated)
2	-1.8	1.4	i	-3.4	-8.2	-3.9	6.6	i	-1.6	0.4	C/C(=N\N(C)C)C1=C(O)c2ccccc2C1=O
3	-0.5	2.0	i	-6.5	0.5	-7.7	-2.6	i	2.1	0.2	COc1cc2cc(CCOC(=O)c3ccc(C#N)cc3)oc(=O)c2cc1OC
4	8.2	6.0	i	-6.9	-0.5	0.3	-0.7	i	3.4	-9.7	CC(C)(C)OC(=O)N1CCC(c2c(C(=O)NCC3CCN(C4CCCC4)C3)cnn2-c2ccccc2)CC1 (configuration not stated)
5	-0.7	-2.0	i	-15.4	-3.9	-14.0	3.7	i	-2.9	-4.6	O=C(CCS(=O)(=O)c1ccccc1)Nc1nc2c(s1)COc1ccccc1-2
6	4.7	4.0	i	-14.8	2.7	-14.6	-3.5	i	1.6	-2.9	O=C(NCc1ccccc1)C1=C[C@@H](c2ccc(Br)cc2)C[C@@H](OCc2ccc(CO)cc2)O1
7	0.0	0.5	i	-5.6	4.4	-1.6	0.6	i	-4.4	-2.4	COc1ccc(C(=O)Nc2nnc(Cc3cccs3)s2)cc1OC
8	1.0	2.3	i	53.3*	-1.4	-10.8	6.0	i	-2.0	-5.1	CCOc1ccc(NC(=S)NC(=O)/C=C/c2ccc(C)cc2)c([N+](=O)[O-])c1
9	0.7	1.2	i	-0.7	-3.1	-1.9	1.7	i	-2.5	3.7	Cc1cc(S(=O)(=O)N2CCN(c3ccccn3)CC2)ccc1F
10	2.9	31.0	i	93.6*	12.2	60.0*	12.4	i	0.5	40.5*	CCOc1cccc(=O)c2c(C)n(-c3ccc(C(=O)O)cc3)c(C)c12
11	-0.2	-3.8	i	5.4	-2.0	-0.6	18.1	i	1.2	2.3	COc1ccc(Cn2c(=O)[nH]c3cc(C(=O)N4CCN(c5ccccc5F)CC4)ccc3c2=O)cc1
12	0.1	2.1	i	-2.1	3.9	-5.8	-4.4	i	2.6	2.3	CCO[C@H]1OC(C(=O)NCc2nc3ccccc3[nH]2)=C[C@@H](C2CCCCC2)[C@@H]1CCCO
13	-4.2	-2.2	i	-0.5	-0.8	-2.8	-2.8	i	2.1	-0.5	S=c1nc[nH]c2c1cnn2Cc1ccccc1
14	-1.6	-0.7	i	2.1	0.3	-7.4	1.9	i	2.1	-2.6	CCOC(=O)Nc1cc(NC(=O)OCC)c(C)nc1C
15	0.4	0.4	i	73.9*	8.3	103.5*	-2.8	i	-2.6	60.3*	CC(Cc1c[nH]c2ccccc12)C(=O)NCc1ccco1 (configuration not stated)
16	0.5	0.9	i	-0.4	-0.7	-10.7	0.2	i	3.2	-1.0	CC(=O)Nc1cccc(OCCCNS(=O)(=O)c2ccc(F)cc2)c1
17	-1.7	-4.0	i	2.1	4.4	-4.9	-5.3	i	-0.1	-3.4	Cc1c(NC(=S)NC(=O)C(C)(C)C)cccc1[N+](=O)[O-]
18	0.2	-3.3	i	6.3	-0.6	2.3	-1.9	i	5.0	-4.7	Cc1cc(NC(=O)CN2CCOCC2)n(-c2ccccc2)n1
19	-1.7	0.5	i	-2.2	1.4	-8.5	-7.0	i	-0.5	-0.5	O=C(c1ccco1)N1CCN(Cc2nc(-c3cccs3)no2)CC1
20	-2.0	3.1	i	0.5	-4.0	-2.2	-2.3	i	-2.0	0.1	CCCC(=O)NC(Nc1ccc(S(=O)(=O)Nc2cc(C)on2)cc1)(C(=O)OCC)C(F)(F)F (configuration not stated)
21	5.1	1.8	i	-2.5	8.1	-8.1	-0.4	i	-0.3	-4.4	O=C(NCc1cn(-c2ccccc2)nc1-c1ccccc1)c1ccc([N+](=O)[O-])cc1
22	0.2	-2.1	i	6.0	-2.5	-4.8	-7.2	i	0.4	-10.7	COc1cc(C=O)ccc1OCCOc1ccccc1[N+](=O)[O-]
23	21.4	3.3	i	11.6	6.2	52.8*	3.8	i	0.7	19.8	Nc1ccc(C(=O)Nc2ccc3c(O)cc(S(=O)(=O)O)cc3c2)cc1
24	0.6	-2.8	i	-1.1	2.1	-6.9	4.3	i	-1.0	0.7	Cc1cc(C(=O)NCC2CCCO2)n(-c2ccccc2)n1 (configuration not stated)
25	0.2	-1.5	i	-2.2	12.6	0.9	-3.4	i	1.7	-0.9	Cc1ccc(N2CCN(C(=O)N3CCOCC3)CC2)cc1C

# Following part:
No.	LMPTP inh	STEP inh	Rpn11 inh	DNMT1 inh	CSN inh	Scp-1 inhibitor	NadD inh	Neddylation inh	Rin1 Abl inh	SUMO1 PPI mod	Compound
26	-2.4	-1.5	i	0.7	3.3	-9.2	2.8	i	-5.2	-3.9	Cc1nc2sc(C(c3ccc(Cl)cc3)N3CCN(CCO)CC3)c(O)n2n1 (configuration not stated)
27	-0.9	-1.1	i	-0.5	0.0	-3.2	-1.2	i	1.0	3.8	Cc1ccc(N2C(=O)Nc3cc(Cl)c(Cl)cc3N2O)cc1Cl
28	1.4	-3.0	i	-3.3	-4.1	0.1	-8.6	i	-4.7	-18.0	Cc1ccc(Nc2ccc(NCc3ccccc3)nn2)cc1C
29	-0.7	-1.2	i	31.2	-1.6	-4.8	7.7	i	1.3	7.7	C=CCn1c(SCC(=O)NCCc2ccccc2)nc2c([nH]c3ccccc32)c1=O
30	0.4	0.6	i	-6.1	-0.5	-10.3	-3.9	i	-1.5	1.5	CC1CCc2c(C(=O)N3CCN(S(=O)(=O)c4cccs4)CC3)csc2C1 (configuration not stated)
31	-0.2	-4.4	i	1.7	7.7	-3.9	-5.3	i	4.7	0.9	O=C(COC(=O)c1ccc(O)cc1)NCC1COc2ccccc2O1 (configuration not stated)
32	-0.5	-1.1	i	0.5	2.8	6.5	-3.6	i	0.3	1.5	CCOc1ccc2nc(SCC(=O)NCc3ccccc3OC)[nH]c2c1
33	3.0	6.0	i	-3.9	3.7	-7.5	-7.9	/	-1.1	-1.5	c1ccc2c(c1)OCCc1c-2[nH]c2ccccc12
34	-1.8	-1.1	i	6.0	2.9	-2.2	-7.7	i	2.5	-0.7	N#Cc1ccccc1OCC(=O)OCC(=O)NC1CCS(=O)(=O)C1 (configuration not stated)
35	2.7	0.3	i	-4.1	-6.2	-15.2	-4.2	i	-0.4	2.2	O=C(COC(=O)c1cccc(C(F)(F)F)c1)NC(=O)NC1CCCC1
36	1.0	5.3	i	73.2*	35.6*	75.3*	13.3	i	2.9	34.2	S=c1[nH]nc(-c2cc(-c3ccco3)[nH]n2)n1-c1ccccc1Cl
37	-1.1	-0.3	i	-1.3	0.2	14.4	4.3	i	3.4	-4.3	CC(OC(=O)CN(C)S(=O)(=O)c1ccc(Cl)cc1)C(=O)Nc1ccc(N2CCOCC2)cc1 (configuration not stated)
38	1.5	-0.6	i	-3.0	0.7	-6.2	-1.4	i	-2.2	-18.1	O=C(CN1CCOCC1)Nc1cccc([N+](=O)[O-])c1
39	0.3	-0.1	i	1.5	-1.0	-5.0	-2.2	i	2.2	1.3	CCOC(=O)Cn1c(=O)n(CC(=O)OCC)c2ccccc21
40	1.2	-1.1	i	0.0	4.1	-3.6	1.6	i	1.9	-3.7	O=C(N/N=C/c1cccc(O)c1)c1cc(C2CC2)nc2ccccc12
41	-1.0	1.9	i	0.2	-1.2	-8.2	-1.9	i	4.1	3.4	Cc1ccc(S(=O)(=O)N2CCC(=O)N(CCOC(=O)Nc3ccccc3C)CC2)cc1
42	-0.4	-0.9	i	0.1	3.2	-2.2	0.6	i	0.2	1.5	CCC(C)NC(=O)C1CCC(CNS(=O)(=O)c2ccc3c(c2)CC(C)N3C(=O)C2CC2)CC1 (configuration not stated)
43	0.1	-4.0	i	0.5	-0.9	-3.2	1.1	i	0.0	-3.2	O=c1c2ccccc2nc2n1C(CSCc1ccc(Cl)cc1)CS2 (configuration not stated)
44	-1.9	-0.6	i	4.7	1.2	-7.5	-6.4	i	1.2	3.2	CCOc1ccc(NC(=O)CN(C)C(=O)CCN2C(=O)C3CC=CCC3C2=O)cc1OCC (configuration not stated)
45	2.4	2.7	i	-3.2	-0.5	-10.5	-5.5	i	2.9	0.1	O=C(Nc1cccc(Br)c1)c1ccccc1-c1ccccc1
46	-1.4	-4.1	i	0.6	-3.8	-7.7	-1.9	i	3.6	-5.6	CC(C)(C)c1ccc(C(=O)CSc2n[nH]c(=O)[nH]c2=O)cc1
47	-2.0	/	/	/	-4.5	/	-3.3	i	/	-18.5	COc1ccc(N2CCN(C(=O)Oc3ccc([N+](=O)[O-])cc3)CC2)cc1
48	-0.8	1.2	i	4.5	0.4	-2.8	0.4	i	-7.0	-38.5	C=CCn1c2ccccc2c2nn(C)c(=S)nc21
49	-1.8	-0.4	i	-2.2	0.1	-8.3	-5.5	i	-1.6	1.9	Cc1ccc(N(CC(=O)N2CCOCC2)S(C)(=O)=O)cc1Cl
50	-0.5	7.4	i	0.3	2.5	2.6	-2.5	i	2.4	1.0	O=C(NC1CCCCC1)N1CCCCCCC1
